CHT inh – inhibitors of human choline transporter CHT; 0.86% of 310,000 active; High affinity choline transporter 1 (Homo sapiens), Q9GZV3; B-score at 10 µM; AID 488975, 2010; CHT-expressing cells, membrane potential dye, choline response; stronger effect = lower value;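 active means B-score over 3 SD under the library average, and starting fluorescence ratio not unusually high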;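 further: choline stimulus applied at its EC90 after an EC20 pre-addition; B-score computed on integrated fluorescence ratio after choline addition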
Target sequence (Q9GZV3 whole entry, looked up): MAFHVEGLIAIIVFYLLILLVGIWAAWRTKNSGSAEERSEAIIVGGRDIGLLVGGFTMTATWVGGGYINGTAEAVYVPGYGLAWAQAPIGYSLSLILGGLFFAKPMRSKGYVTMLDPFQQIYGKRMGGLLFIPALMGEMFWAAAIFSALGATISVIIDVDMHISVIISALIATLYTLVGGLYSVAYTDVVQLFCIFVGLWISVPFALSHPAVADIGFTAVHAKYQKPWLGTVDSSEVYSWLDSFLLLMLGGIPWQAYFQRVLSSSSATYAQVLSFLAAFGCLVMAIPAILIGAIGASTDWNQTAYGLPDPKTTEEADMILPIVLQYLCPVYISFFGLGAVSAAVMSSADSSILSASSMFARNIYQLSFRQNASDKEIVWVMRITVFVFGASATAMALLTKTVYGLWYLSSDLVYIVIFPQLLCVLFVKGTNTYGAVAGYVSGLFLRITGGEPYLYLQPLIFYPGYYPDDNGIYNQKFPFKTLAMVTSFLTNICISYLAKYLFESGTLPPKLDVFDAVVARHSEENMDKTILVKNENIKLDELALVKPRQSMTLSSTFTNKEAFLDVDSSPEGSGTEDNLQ
CHT PAM – CHT positive allosteric modulators, primary screen, cell-based, membrane potential dye, choline EC20; AID 488977, 2010; High affinity choline transporter 1 (Homo sapiens), Q9GZV3; 0.49% of 310,000 active; CHT-expressing cells; stronger effect = higher value; LV-AA mutant CHT in HEK293 cells; B-score at 10 µM;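 active means initial fluorescence not abnormally high and integrated response B-score, plate-corrected, over 3 SD above library mean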
Active calls of the source: *; i = inactive.

Every second line gives: CHT inh	CHT PAM
Cc1ccccc1N1C(=O)C(Oc2ccc(Cl)cc2)C1CNCCCOC(C)C (stereo not given)
    i	i
Cc1cccc(C)c1NC(=O)COC(=O)c1ccccc1[N+](=O)[O-]
    i	i
Cc1ccc(S(=O)(=O)N2CCC(=O)N(CCOC(=O)NCc3ccccc3)CC2)cc1
    i	i
CC(C)C[C@@]12C(=O)N(c3cccc(Br)c3)C(=O)N1[C@H](c1ccc(F)cc1)[C@@H]1C(=O)N(C3CCCCC3)C(=O)[C@@H]12
    i	i
COc1ccc(CCNC(=O)C2CC(=O)N(CCc3ccccc3)C2)cc1OC (stereo not given)
    i	i
Cc1ccc(/C([O-])=C(/C(=S)NCc2ccco2)[n+]2ccccc2)cc1[N+](=O)[O-]
    i	i
Cc1ccc(Cn2c(=S)[nH]c3ccccc3c2=O)cc1
    i	i
CCn1c(=O)n(CC(=O)Nc2cc(OC)c(OC)c(OC)c2)c(=O)c2ccccc21
    i	i
CC(C)C(=O)NC(=S)Nc1ccccc1C(F)(F)F
    i	i
CC12CCC(C1)C(C)(C)C2OC(=O)c1ccccc1C(=O)O (stereo not given)
    i	i
C#CCOCCOCCOCCNc1nc(N2CCN(C(=O)[C@H](CCCCN)n3cc(CCCC)nn3)CC2)nc(N2CCN(C(=O)[C@H](CCCCN)n3cc(CCC(=O)O)nn3)CC2)n1
    i	i
CCCn1nc(NC(=O)COC)c2cc3cccc(C)c3nc21
    i	i
COCC(C)n1c(SCC(=O)NNC(=O)c2ccccc2)nc2ccccc2c1=O (stereo not given)
    i	i
Cc1cc2c(cc(C(=O)OCC(=O)NCc3ccco3)n2C)s1
    i	i
CCOC(=O)c1[nH]c2ccc(OC)cc2c1NC(=O)c1nonc1C
    i	i
CN(Cc1cccnc1)Cc1cn(C)nc1-c1ccc(Oc2ccccc2)cc1
    i	i
Nc1nc(CN2CCCCC2)cs1
    i	i
O=C(O)C1C2CCC(C2)C1C(=O)NCCC1=CCCCC1 (stereo not given)
    i	i
COc1cccc(N(C(=O)c2csnn2)C(C(=O)NC2CCCC2)c2ccccc2)c1 (stereo not given)
    i	i
O=C(CSc1nnnn1-c1ccccc1)c1ccco1
    i	i

The list continues:
Every second line gives: CHT inh	CHT PAM
OCC#Cc1cnc2ccccc2c1
    i	i
Cc1c2n(c3ccccc13)CCN(C)C2
    i	i
CC(C)C[C@H](N)c1nnc(SCc2ccc(Cl)cc2)o1
    i	i
Cc1cc(NC(=O)Cc2ccsc2)ccc1Br
    i	i
COc1ccc(CCNC(=O)CN(c2ccccc2OC)S(C)(=O)=O)cc1OC
    i	i
Cc1ccccc1-c1nnn(CC(=O)c2ccc(S(=O)(=O)N3CCCC3)cc2)n1
    i	i
COc1cc(NC(=O)CN2CCN(Cc3ccc4c(c3)OCO4)CC2)cc(OC)c1
    i	i
Cc1cc(-c2c(C(=O)N3CCOCC3)c(C)nn2-c2ccccc2)no1
    i	i
COC(=O)C(COC(=O)c1c(F)cccc1F)NC(=O)c1c(F)cccc1F (stereo not given)
    i	i
O=C(c1n[nH]c(=O)c2ccccc12)N1CCN(C2c3ccccc3-c3ccccc32)CC1
    i	i
O=C(Cn1c(=O)oc2ccccc21)c1ccccc1
    i	i
CC(Sc1nnnn1C)C(=O)Nc1ccccc1-c1ccccc1 (stereo not given)
    i	i
COc1cccc(C2c3[nH]c4ccccc4c3C[C@H]3C(=O)N(CCCCCO)CC(=O)N23)c1 (stereo not given in full)
    i	i
Cc1nnc(NC(=O)c2ccc(S(=O)(=O)N3CCc4ccccc4C3)cc2)o1
    i	i
COc1ccc(-c2nnc(NC(=O)CS(=O)(=O)c3ccc(F)cc3)o2)cc1
    i	i
CCOC(=O)c1cc(-c2ccccc2)sc1NC(=O)c1ccc(OC)cc1
    i	i
Cc1cc(C)c2sc(N(CCCN(C)C)C(=O)c3ccc(S(=O)(=O)N4CCCc5ccccc54)cc3)nc2c1
    i	i
Cc1cc(NC(=O)c2sccc2C)n(-c2cccc(Cl)c2)n1
    i	i
COc1ccc(NC2c3ccccc3C(=O)N2c2cccnc2)cc1Cl (stereo not given)
    i	i
CN(C)CCCNC(=O)c1cc(C(=O)c2ccccc2F)c[nH]1
    i	i

Continued (six carried over from the part before).
Every second line gives: CHT inh	CHT PAM
COc1ccc(-c2nnc(NC(=O)CS(=O)(=O)c3ccc(F)cc3)o2)cc1
    i	i
CCOC(=O)c1cc(-c2ccccc2)sc1NC(=O)c1ccc(OC)cc1
    i	i
Cc1cc(C)c2sc(N(CCCN(C)C)C(=O)c3ccc(S(=O)(=O)N4CCCc5ccccc54)cc3)nc2c1
    i	i
Cc1cc(NC(=O)c2sccc2C)n(-c2cccc(Cl)c2)n1
    i	i
COc1ccc(NC2c3ccccc3C(=O)N2c2cccnc2)cc1Cl (stereo not given)
    i	i
CN(C)CCCNC(=O)c1cc(C(=O)c2ccccc2F)c[nH]1
    i	i
CCC(C(=O)N1CCCC1)n1nc(C)c2c(C)n(-c3ccccc3)nc2c1=O (stereo not given)
    i	i
O=C(c1c(O)c2ccccc2oc1=O)C1CCCCC1
    -7.5*	i
CCCc1cc(=O)[nH]c(SCc2cc(Cl)ccc2OC(F)F)n1
    i	i
COc1ccc(C(=O)NNC(=O)c2ccccn2)cc1
    i	i
Cc1ccc2cc(CCNC(=O)C(C)C)c(=O)[nH]c2c1C
    i	i
O=C(/C=C/c1ccco1)Nc1ccc(S(=O)(=O)N2CCOCC2)cc1
    i	i
COc1cc(C(C(=O)NC2CCCC2)N(Cc2ccccc2)C(=O)c2snc(C(N)=O)c2N)ccc1O (stereo not given)
    i	i
O=C(COC(=O)c1cc([N+](=O)[O-])ccc1N1CCOCC1)Nc1ncc(Cl)cc1Cl
    i	i
CCCC(=O)NC(=S)c1c(C)n(C)n(-c2ccccc2)c1=O
    i	i
O=C(O)CCCn1cc(NC(=O)c2ccco2)cn1
    i	i
O=C(CCc1nc2ccccc2s1)OCc1ccccc1F
    i	i
CC1=CC(=C2C(=O)c3ccccc3C2=O)C=C(C)N1Cc1ccco1
    i	i
Cc1noc2ncnc(Sc3ccc(Br)cc3)c12
    i	i
Cc1nnc(SCC(=O)N2CCC(C(N)=O)CC2)s1
    i	i
NC(=O)c1ncc(C(F)(F)F)cc1Cl
    i	i
CCC(C)[C@H]1CN=C(N)N1CCc1cccc(F)c1 (stereo not given in full)
    i	i
Cc1ccn(CCC(=O)Nc2ccc3c(c2)OCO3)n1
    i	i
Cc1nc2cc(NC(=O)NCCC3=CCCCC3)ccc2o1
    i	i
COc1ccc(OC)c(CC(NC(C)=O)C(=O)NC2CCN(c3cc(C)nc4ncnn34)CC2)c1 (stereo not given)
    i	i
CCOC(=O)N1CCN(C(=O)CSC2=NS(=O)(=O)c3cc(Cl)ccc3N2)CC1
    i	i

The results go on:
Every second line gives: CHT inh	CHT PAM
CCCCN(CCCC)C1=Nc2ccccc2N/C1=C(/C#N)C(=O)OCC
    i	i
CCC(C)(C)C1CCC2(CC1)NC(=O)N(CC(=O)N(C)Cc1ccc(OC(F)F)cc1)C2=O (stereo not given)
    i	i
COc1ccc(NC(=O)N(C2CCCCC2)C(C)c2cccnc2)c(OC)c1 (stereo not given)
    i	i
CCOC(=O)C1=C(C)C(c2cccc(Oc3ccccc3)c2)NC(=S)N1 (stereo not given)
    i	i
CCOc1ccc(S(=O)(=O)N2CCN(C(=O)c3cc(-c4ccccc4)nn3-c3ccccc3)CC2)cc1
    i	i
CN(C)c1ccc(C(=O)NN2C(=O)c3ccccc3C2=O)cc1
    i	i
CCOc1c(C)cc2[nH]c(CCC(=O)O)nc2c1C
    i	i
Cn1c(=O)c2c(nc(Br)n2CC(=O)c2cccs2)n(C)c1=O
    i	i
CCS(=O)(=O)Nc1cccc(-c2nc3cccnc3s2)c1
    i	i
COc1ccc2cc(C3CC(c4cccs4)=NN3S(C)(=O)=O)c(Cl)nc2c1 (stereo not given)
    i	i
OCCNCCSc1nc(C2CCCCC2)n(-c2ccccc2Cl)n1
    i	i
Oc1c(Br)cc(Br)cc1C=Nc1ccc2[nH]ncc2c1
    -5.6*	i
C=CCOC(=O)C1=C(C)NC(=O)NC1c1cc(Cl)cc(Cl)c1OC (stereo not given)
    i	i
COc1ccc([N+](=O)[O-])cc1N1C(=O)c2cccnc2C1=O
    i	i
Cc1ccc(C(=O)N/C(=C\c2cccs2)C(=O)NCc2cccnc2)cc1
    i	i
O=C(c1cc(N2C(=O)C3C4CCC(C4)C3C2=O)ccc1Cl)N1CCN(c2ccccc2F)CC1 (stereo not given)
    i	i
COc1cc(C)nc(N2CCCC(C(=O)Nc3cccc(Cl)c3Cl)C2)n1 (stereo not given)
    i	i
O=CN1CCN(C(C(=O)NC2CCCCC2)c2cc3c(cc2[N+](=O)[O-])OCO3)CC1 (stereo not given)
    i	i
Fc1cc(F)c(F)c(SCCc2ccncc2)c1F
    i	i
CN1CCN(CC#CCC2(O)c3ccccc3-c3ccccc32)CC1
    i	i

(list continues)
Every second line gives: CHT inh	CHT PAM
CCOc1ccc(NC(=O)CN2CCN(CC(=O)Nc3ccc(F)cc3)CC2)cc1
    i	i
O=C(CSc1nccc(=O)[nH]1)Nc1ccc(S(=O)(=O)N2CCOCC2)cc1
    i	i
COC(=O)c1c(=O)n(O)c2ccc(OC)cc2[n+]1[O-]
    i	i
COc1ccc(C(=O)c2ccc3oc(-c4ccc(OC)cc4)c(C#CCCO)c3c2)cc1
    i	i
CC(=O)C1=C(O)C(=O)N(CCCN2CCOCC2)C1c1ccccc1[N+](=O)[O-] (stereo not given)
    i	i
Cc1cccc(NC(=O)COc2ccc(Br)cc2)n1
    i	i
COc1cc(OC)cc(C(=O)NCc2ccc(-n3cccc3)cc2)c1
    i	i
Cc1cccc(C)c1NC(=O)c1ccc([N+](=O)[O-])s1
    i	i
COc1cc2c(cc1OC)CN(C(=O)CCOc1ccccc1)CC2
    i	i
C=CCNC(=S)Nc1cccc(N)c1
    i	i
CCCCn1c(=O)[nH]c(=O)c2c1nc(CN(C)Cc1cccc(OC)c1OC)n2CCC
    i	i
O=C(Nc1ccc(F)cc1)c1cc2ccccc2o1
    i	i
CCOc1ccc(Br)cc1S(=O)(=O)Nc1ccc(NC(=O)c2ccccc2C)cc1
    i	i
O=[N+]([O-])c1ccc(Cl)c2c1C1C=CCC1C(c1ccccn1)N2 (stereo not given)
    i	i
Cc1cc(CN(C)C)c(O)c(C2(C)CCCCC2)c1
    i	i
S=C(Nc1ccc(Cl)cc1Cl)N1CCCCC1
    i	i
O=C(Cc1ccc(Br)c2ccccc12)N/N=C/c1ccccn1
    i	i
O=C1CCOc2cc(OCc3ccccc3)ccc21
    i	i
Cc1ccc2ccc(C(Nc3cccc(C(F)(F)F)c3)c3cccnc3)c(O)c2n1 (stereo not given)
    i	i
Cc1csc(SCC(=O)NC(=O)Cc2ccccc2)n1
    i	i

Copied from above (2 entries):
Every second line gives: CHT inh	CHT PAM
COc1ccc(C(=O)c2ccc3oc(-c4ccc(OC)cc4)c(C#CCCO)c3c2)cc1
    i	i
CC(=O)C1=C(O)C(=O)N(CCCN2CCOCC2)C1c1ccccc1[N+](=O)[O-] (stereo not given)
    i	i

Next section
Every second line gives: CHT inh	CHT PAM
O=C(CSc1nc2ccccc2c(=O)[nH]1)N1CCCCC1
    i	i
CC1(C)CC(=O)C=C(Nc2cccc(Cl)c2Cl)C1
    -5*	i
CCOC(=O)Cc1nc(-c2cccc(C(F)(F)F)c2)no1
    i	i
COc1cc(CN(C)CCc2ccccc2)ccc1OCc1ccccc1
    i	i
FC(F)(F)COc1nc(N2CCOCC2)nc(N(c2ccccc2)c2ccccc2)n1
    i	i
CCOC(Cn1cc(C)c(=O)[nH]c1=O)OCC
    i	i
CCOC(=O)c1c(-c2cccc([N+](=O)[O-])c2)csc1NC(=O)CCCOc1ccccc1
    i	i
O=C(NC(=S)Nc1ccc(Cl)cn1)C12CC3CC(CC(C3)C1)C2
    i	i
CN(C(=O)COC(=O)c1nn(C)c(=O)c2ccccc12)c1c(N)n(Cc2ccccc2)c(=O)[nH]c1=O
    i	i
CN(C)C(=O)Cn1cnc2c(cnn2-c2ccccc2Cl)c1=O
    i	i
C#Cc1ccc([C@@H]2C=C(C(=O)Nc3ccccc3)O[C@H](OCC)[C@H]2CCCO)cc1
    i	i
Cc1cccc(NC(=O)/C(C#N)=C\c2cn(CC(=O)O)c3ccccc23)c1
    i	i
OC1CCCN(CC(O)c2ccccc2)C1 (stereo not given)
    i	i
Cc1oc2c(C)c3oc(=O)c(CCC(=O)NCCN4CCOCC4)c(C)c3cc2c1C
    i	i
CCCCNC(=O)CCc1nc2cccnc2n1Cc1ccccc1
    i	i
Cn1ncc(Cl)c1C(=O)Nc1cccc(Cl)c1
    i	i
C=CCOc1c(Br)cc(/C=C2\SC(=Nc3ccccc3)NC2=O)cc1OC
    i	i
CCOc1ccc(C(=O)Nc2cccc(-c3ccc(N4CCOCC4)nn3)c2)cc1OCC
    i	i
COc1cc(/C=C/CO)cc(OC)c1O[C@@H]1O[C@H](CO)[C@@H](O)[C@H](O)[C@H]1O
    i	i
CCOc1ccc(NC(=O)c2ccc(N)cc2)cc1
    i	i

Next entries:
Every second line gives: CHT inh	CHT PAM
CCOC(=O)N1CCN(C(=O)c2cc3n(n2)C(C(F)(F)F)CC(c2ccc4c(c2)OCO4)N3)CC1 (stereo not given)
    i	i
CC1CCN(c2ccc(C=O)o2)CC1
    i	i
CCn1c(O)c(N=NC(=O)CNC(=O)/C=C/c2ccco2)c2ccccc21
    i	i
CCCc1nc(SCC(=O)Nc2ccc(N3CCOCC3)cc2)c2ccccc2n1
    i	i
CC(NC(=O)C1CCCO1)c1ccccc1 (stereo not given)
    i	i

Rows were taken by chance; overall some 1.5% were active at least once.
